Source: PubChem
KLK7 zymogen act = activators of human kallikrein-7 zymogen; P49862; purified proKLK7, EDANS-DABCYL substrate fluorescence; 100% is mature enzyme control, 0% vehicle; activation, % at 7 µM; hit rate 0.9% among 370,000; AID 652039;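 active = activation above the mean of all tested compounds plus 3 SD, computed per campaign excluding outliers beyond control limits, cut at about 13% in these data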
DAX1 inh-1 = inhibitors of DAX1 repression of SF-1 activated StAR promoter | hit rate 1.1% among 370,000 | inhibition, % at 6.8 µM | AID 652010 | HEK293T StAR-luciferase reporter, SF-1/DAX-1 repression relief;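 active = inhibition above the mean over all tested compounds plus 3 SD, cut at about 3.6% in these data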;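 note: 0% = DAX-1 cells with DMSO and 100% = cells lacking DAX-1 with DMSO; higher inhibition means more luminescence from relief of DAX-1 repression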
GC-A act = GC-A (human) enzyme activation | P16066 | HEK293 GC-A cells, cGMP TR-FRET, EC30 ANP; 0% at EC30 ANP, 100% saturating ANP | activation, % at 10 µM | hit rate 0.14% among 370,000; in the data active = activation above about 40%
ssDAF12 agonist = activators of S. stercoralis DAF-12 nuclear receptor; hit rate 1% among 370,000; activation, % at 6.8 µM; AID 652126; HEK293 ssDAF-12/GRIP1 lit1-tk-luc reporter, luminescence; % of 3 µM dafachronic acid response;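 active = activation above the mean over all tested compounds plus 3 SD, cut at about 0.9% in these data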;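 note: 0% = DMSO-only wells and 100% = 3 µM delta7-dafachronic acid wells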
HGIII-sPLA2 inh = Blocks human group III sPLA2 activity; Q9NZ20; QFRET BODIPY PC-A2 liposome hydrolysis, fluorescence; inhibition, % at 12.2 µM; hit rate 0.56% among 370,000;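 active = inhibition above mean plus 3 SD of compounds lying within the high and low control bounds, cut at about 19% in these data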;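 note: 0% = median of test compound wells and 100% = no enzyme DMSO wells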
FXN GAA850 act = frataxin GAA850 promoter activation; HEK293 lucGAA850 FXN promoter luciferase reporter, 24 h; percent of 10 µM SAHA response; activation, % at 6 µM; hit rate 0.56% among 360,000; AID 540364;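 active = activation above the average of all compounds screened plus 3 SD, cutoff fixed separately per campaign, cut at about 7.5% in these data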;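 note: 0% = DMSO wells and 100% = 10 µM SAHA wells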
GC-B act = GC-B (human) receptor activation; P20594; HEK293-GC-B cells, CNP EC30, cGMP TR-FRET; 0% at EC30 CNP, 100% saturating CNP; activation, % at 10 µM; hit rate 0.11% among 370,000; AID 1920062;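 active = activation at 10 µM reaching about 35% in either raw or pattern-adjusted values, limit read from the data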
Target sequence (P20594 whole entry, looked up): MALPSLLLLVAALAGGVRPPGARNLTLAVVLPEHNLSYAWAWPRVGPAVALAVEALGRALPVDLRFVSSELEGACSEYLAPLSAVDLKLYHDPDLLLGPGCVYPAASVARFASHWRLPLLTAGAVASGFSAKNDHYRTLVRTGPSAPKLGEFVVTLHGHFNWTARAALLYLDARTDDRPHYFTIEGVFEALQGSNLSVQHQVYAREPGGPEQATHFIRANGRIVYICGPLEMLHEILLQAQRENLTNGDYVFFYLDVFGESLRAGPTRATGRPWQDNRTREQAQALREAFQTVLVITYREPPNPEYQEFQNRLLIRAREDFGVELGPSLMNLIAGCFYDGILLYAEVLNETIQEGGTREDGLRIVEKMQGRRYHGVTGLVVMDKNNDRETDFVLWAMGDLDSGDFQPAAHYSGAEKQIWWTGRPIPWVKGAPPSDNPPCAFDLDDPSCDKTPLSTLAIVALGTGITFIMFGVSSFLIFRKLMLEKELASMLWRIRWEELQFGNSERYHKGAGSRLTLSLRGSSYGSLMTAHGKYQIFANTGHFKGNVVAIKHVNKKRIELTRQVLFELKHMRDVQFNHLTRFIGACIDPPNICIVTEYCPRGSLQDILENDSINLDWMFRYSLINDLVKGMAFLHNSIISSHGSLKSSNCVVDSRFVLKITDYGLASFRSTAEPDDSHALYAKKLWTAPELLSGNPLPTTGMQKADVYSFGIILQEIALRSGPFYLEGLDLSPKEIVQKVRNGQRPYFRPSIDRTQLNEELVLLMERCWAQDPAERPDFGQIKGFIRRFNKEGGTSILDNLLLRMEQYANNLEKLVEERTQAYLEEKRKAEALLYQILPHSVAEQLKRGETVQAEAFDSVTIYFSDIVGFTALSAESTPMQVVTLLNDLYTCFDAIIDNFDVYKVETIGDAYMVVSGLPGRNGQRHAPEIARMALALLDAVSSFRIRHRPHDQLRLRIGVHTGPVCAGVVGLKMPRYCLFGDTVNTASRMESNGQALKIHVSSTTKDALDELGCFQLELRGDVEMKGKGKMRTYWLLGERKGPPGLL
hcDAF-12 act = H. contortus DAF-12 activation, primary screen. hit rate 1.4% among 370,000. HEK293 hcDAF-12 lit1-tk-luc reporter, luminescence; 0% DMSO, 100% Δ7-dafachronic acid. activation, % at 6.8 µM;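 active = activation above the mean of all tested compounds plus 3 SD, cut at about 5.5% in these data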;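 note: 100% = response to 3 µM Δ7-dafachronic acid high control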
hgDAF12 agonist = agonists of H. glycines DAF-12 nuclear receptor; HEK293 GAL4-hgDAF12 UAS-luciferase reporter, agonist luminescence; normalized to butyrate control; activation, % at 6.8 µM; hit rate 1.8% among 370,000; AID 687014;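 active = activation above a cutoff set at the mean of all screened compounds plus 3 SD, cut at about 10% in these data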;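 note: 0% = DMSO wells and 100% = sodium butyrate wells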
DAX1 inh-2 = NR0B1 (DAX1) inhibition; HEK293 Gal4-DAX1 luciferase reporter, luminescence; inhibition, % at 6.75 µM; hit rate 0.99% among 340,000; AID 504766;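 active = inhibition above the mean over all tested compounds plus 3 SD, cut at about 4.2% in these data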;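 note: 0% = DAX1-transfected cells with DMSO and 100% = empty-vector control cells with DMSO; inhibition shows as a rise in luminescence from relieved DAX1 repression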
SMARCA2 act = activators of SMARCA2 function; AID 652017; hit rate 1% among 370,000; activation, % at 9.1 µM; MG213 cells, MMTV-luciferase reporter, dexamethasone, overnight; in the data active = activation above about 7.8%;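 note: 0% = vehicle wells and 100% = reference activator wells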
An asterisk follows results filed as active.

`CNCc1ccccc1OCC(=O)Nc1ccccc1` gave KLK7 zymogen act -0.2, DAX1 inh-1 0.2, GC-A act 2, ssDAF12 agonist 0.8, HGIII-sPLA2 inh 2, FXN GAA850 act 3.5, GC-B act 2, hcDAF-12 act 7.0*, hgDAF12 agonist 8.6, DAX1 inh-2 1.0 and SMARCA2 act 1.
For CCOc1ccc(/C=C/C2=CC(C)(C)NC(=S)N2)cc1 the results were KLK7 zymogen act 0.0, DAX1 inh-1 -0.5, GC-A act 1, ssDAF12 agonist -1.5, HGIII-sPLA2 inh 16, FXN GAA850 act 0.4, GC-B act -5, hcDAF-12 act -1.1, hgDAF12 agonist 2.0, DAX1 inh-2 -1.1 and SMARCA2 act -3.
`CC(C)=C(NC(=O)c1ccccc1)C(=O)N/N=C/c1ccc(O)cc1` gave KLK7 zymogen act -0.4, DAX1 inh-1 0.1, GC-A act 0, ssDAF12 agonist -0.6, HGIII-sPLA2 inh 3, FXN GAA850 act -2.1, GC-B act 1, hcDAF-12 act 1.9, hgDAF12 agonist 7.5, DAX1 inh-2 0.1 and SMARCA2 act -2.
For O=C(COC(=O)c1ccco1)c1ccccc1 the results were KLK7 zymogen act 0.0, DAX1 inh-1 -0.1, GC-A act 3, ssDAF12 agonist -0.7, HGIII-sPLA2 inh -1, FXN GAA850 act -1.7, GC-B act 5, hcDAF-12 act 0.5, hgDAF12 agonist 2.5, DAX1 inh-2 0.1 and SMARCA2 act 8.
CC(=O)c1ccc2c(c1)N(CCCN1CCC(CCO)CC1)c1ccccc1S2 was read as KLK7 zymogen act 0.3, DAX1 inh-1 0.7, GC-A act -23, ssDAF12 agonist -1.1, HGIII-sPLA2 inh -5, FXN GAA850 act 1.0, GC-B act -21, hcDAF-12 act 0.1, hgDAF12 agonist 2.4, DAX1 inh-2 -0.5 and SMARCA2 act 3.
CCOC(=O)C(=O)/C(C#N)=C/Nc1ccc(Cl)cc1 was read as KLK7 zymogen act -0.3, DAX1 inh-1 -1.1, GC-A act 0, ssDAF12 agonist -1.2, HGIII-sPLA2 inh 5, FXN GAA850 act 0.1, GC-B act 2, hcDAF-12 act -0.9, hgDAF12 agonist 0.6, DAX1 inh-2 -0.3 and SMARCA2 act 1.
For CCOC(=O)Cc1csc(NC(=S)NC(=O)C(C)(C)C)n1 the results were KLK7 zymogen act -0.8, DAX1 inh-1 -0.5, GC-A act 5, ssDAF12 agonist -1.0, HGIII-sPLA2 inh 15, FXN GAA850 act 1.6, GC-B act 1, hcDAF-12 act -3.2, hgDAF12 agonist -2.0, DAX1 inh-2 0.1 and SMARCA2 act 0.
For COc1ccc(C(=O)Nc2ccc3c(c2)OCCO3)cc1[N+](=O)[O-] the results were KLK7 zymogen act -0.5, DAX1 inh-1 -1.2, GC-A act 6, ssDAF12 agonist -1.1, HGIII-sPLA2 inh 3, FXN GAA850 act 2.1, GC-B act 3, hcDAF-12 act -1.6, hgDAF12 agonist 3.6, DAX1 inh-2 1.4 and SMARCA2 act -1.
Screening Cn1c(SCC(=O)NCc2ccc(F)cc2)ncc(C(=O)Nc2ccccc2)c1=O returned KLK7 zymogen act 0.1, DAX1 inh-1 2.5, GC-A act 4, ssDAF12 agonist -0.5, HGIII-sPLA2 inh 5, FXN GAA850 act 1.9, GC-B act -2, hcDAF-12 act 5.1, hgDAF12 agonist -0.5, DAX1 inh-2 1.6 and SMARCA2 act 1.
Screening O=C(CCN1C(=O)c2ccccc2C1=O)Nc1ccccc1C(F)(F)F returned KLK7 zymogen act 0.1, DAX1 inh-1 -0.1, GC-A act 4, ssDAF12 agonist -0.9, HGIII-sPLA2 inh -5, FXN GAA850 act -0.2, GC-B act -4, hcDAF-12 act -1.4, hgDAF12 agonist 0.2, DAX1 inh-2 -0.6 and SMARCA2 act -2.
Screening CCOc1ccc(NC(=O)N2CCN(C(=O)c3ccco3)CC2)cc1 returned KLK7 zymogen act -0.5, DAX1 inh-1 0.5, GC-A act 2, ssDAF12 agonist -1.1, HGIII-sPLA2 inh 5, FXN GAA850 act 2.8, GC-B act -2, hcDAF-12 act 0.9, hgDAF12 agonist 1.5, DAX1 inh-2 0.8 and SMARCA2 act -2.
For O=C(c1ccc([N+](=O)[O-])s1)N1CCN(c2ncccn2)CC1 the results were KLK7 zymogen act -0.1, DAX1 inh-1 -4.5, GC-A act 2, ssDAF12 agonist -1.5, HGIII-sPLA2 inh 3, FXN GAA850 act -1.6, GC-B act -1, hcDAF-12 act 0.2, hgDAF12 agonist -0.8, DAX1 inh-2 0.5 and SMARCA2 act -2.
Screening O=C(NNC(=O)C1CCN(c2ncccn2)CC1)c1ccc(Cl)cc1 returned KLK7 zymogen act 0.5, DAX1 inh-1 -0.7, GC-A act 2, ssDAF12 agonist -2.0, HGIII-sPLA2 inh 5, FXN GAA850 act 0.1, GC-B act 4, hcDAF-12 act 1.6, hgDAF12 agonist 1.6, DAX1 inh-2 3.6 and SMARCA2 act 1.
Screening COC(=O)C1(Cc2ccccc2)NC(c2ccccc2C)C2C(=O)N(c3ccc4c(c3)OCO4)C(=O)C21 (stereo not given) returned KLK7 zymogen act 0.3, DAX1 inh-1 0.4, GC-A act 1, ssDAF12 agonist -1.3, HGIII-sPLA2 inh -3, FXN GAA850 act -6.0, GC-B act -2, hcDAF-12 act -1.7, hgDAF12 agonist 0.9, DAX1 inh-2 -0.4 and SMARCA2 act 3.
`O=C(O)C1CN(c2ncccc2[N+](=O)[O-])C1` gave KLK7 zymogen act -0.6, DAX1 inh-1 -0.4, GC-A act 5, ssDAF12 agonist -0.4, HGIII-sPLA2 inh 2, FXN GAA850 act -0.5, GC-B act 0, hcDAF-12 act -1.8, hgDAF12 agonist 0.9, DAX1 inh-2 1.1 and SMARCA2 act -2.
`COc1ccc(NS(=O)(=O)c2ccc(C(=O)NCC3(N4CCOCC4)CCCCC3)cc2)cc1` gave KLK7 zymogen act 0.6, DAX1 inh-1 3.5, GC-A act -3, ssDAF12 agonist -0.9, HGIII-sPLA2 inh -24, FXN GAA850 act -1.6, GC-B act -2, hcDAF-12 act -1.3, hgDAF12 agonist -4.2, DAX1 inh-2 1.9 and SMARCA2 act 2.
For O=C(N/C(=C/c1ccc(Cl)cc1)C(=O)N1CCCCC1)c1ccco1 the results were KLK7 zymogen act -0.5, DAX1 inh-1 0.0, GC-A act -6, ssDAF12 agonist -1.2, HGIII-sPLA2 inh 9, FXN GAA850 act -1.6, GC-B act 1, hcDAF-12 act 1.4, hgDAF12 agonist -3.8, DAX1 inh-2 0.0 and SMARCA2 act -2.
For CCCc1nnc(NC(=O)c2ccc(N3C(=O)C4C5C=CC(C5)C4C3=O)cc2)s1 (stereo not given) the results were KLK7 zymogen act -0.1, DAX1 inh-1 -0.4, GC-A act 1, ssDAF12 agonist 0.9, HGIII-sPLA2 inh -11, FXN GAA850 act 1.9, GC-B act 3, hcDAF-12 act -1.5, hgDAF12 agonist 1.0, DAX1 inh-2 0.4 and SMARCA2 act 0.
Screening CCOC1OC(=O)C(Cl)=C1Nc1ccc(C)cc1 (stereo not given) returned KLK7 zymogen act -0.2, DAX1 inh-1 -0.6, GC-A act 2, ssDAF12 agonist -1.1, HGIII-sPLA2 inh 1, FXN GAA850 act -0.5, GC-B act 4, hcDAF-12 act -1.2, hgDAF12 agonist -1.8, DAX1 inh-2 0.0 and SMARCA2 act 1.
For CCN(CC)c1c([N+](=O)[O-])c(=O)n(CC)c2ccccc12 the results were KLK7 zymogen act 0.3, DAX1 inh-1 -0.3, GC-A act 2, ssDAF12 agonist -1.6, HGIII-sPLA2 inh 7, FXN GAA850 act 1.7, GC-B act 4, hcDAF-12 act -1.6, hgDAF12 agonist -0.7 and SMARCA2 act -3.
For Oc1cccc(NC(=S)Nc2ccccc2)c1 the results were KLK7 zymogen act -0.2, DAX1 inh-1 0.3, GC-A act 9, ssDAF12 agonist -0.8, HGIII-sPLA2 inh -3, FXN GAA850 act 1.9, GC-B act 4, hcDAF-12 act 0.9, hgDAF12 agonist -1.0, DAX1 inh-2 -0.6 and SMARCA2 act 2.
COc1cc2c(c(OC)c1OC)C(c1ccc(O)cc1)CC(=O)O2 (stereo not given) was read as KLK7 zymogen act 0.3, DAX1 inh-1 -0.3, GC-A act 2, ssDAF12 agonist 0.1, HGIII-sPLA2 inh 5, FXN GAA850 act 1.0, GC-B act 4, hcDAF-12 act -1.1, hgDAF12 agonist -0.1, DAX1 inh-2 0.3 and SMARCA2 act -3.
For C=CCN(C)CC#Cc1ccccc1 the results were KLK7 zymogen act -0.4, DAX1 inh-1 1.6, GC-A act 3, ssDAF12 agonist -0.9, HGIII-sPLA2 inh 7, GC-B act -2, hcDAF-12 act -0.6, hgDAF12 agonist -1.4 and SMARCA2 act 1.
Cc1cccc2sc(NC(=O)CCNS(=O)(=O)c3cccc4nonc34)nc12 was read as KLK7 zymogen act 1.8, DAX1 inh-1 -0.1, GC-A act -50, ssDAF12 agonist -0.8, HGIII-sPLA2 inh -25, FXN GAA850 act 1.1, GC-B act -27, hcDAF-12 act -0.4, hgDAF12 agonist -0.1, DAX1 inh-2 -0.9 and SMARCA2 act -4.
`CC(=O)c1ccccc1NC(=O)COC(=O)C1CCCN1S(=O)(=O)c1ccccc1F` (stereo not given) gave KLK7 zymogen act 1.1, DAX1 inh-1 1.7, GC-A act -3, ssDAF12 agonist -0.1, HGIII-sPLA2 inh -7, FXN GAA850 act 0.0, GC-B act 0, hcDAF-12 act -1.2, hgDAF12 agonist -0.4, DAX1 inh-2 0.6 and SMARCA2 act -3.
`COc1ccc(NC(=O)N2CCCC2C(=O)NCc2cccs2)cc1` (stereo not given) gave KLK7 zymogen act -0.2, DAX1 inh-1 0.1, GC-A act 0, ssDAF12 agonist -1.3, HGIII-sPLA2 inh -3, FXN GAA850 act 0.5, GC-B act 4, hcDAF-12 act -0.4, hgDAF12 agonist 1.4, DAX1 inh-2 1.5 and SMARCA2 act -2.
Cc1c(C(=O)Nc2cccc(Cl)c2)cn2c(nc3ccccc32)c1C#N was read as KLK7 zymogen act -0.5, DAX1 inh-1 0.3, GC-A act 6, ssDAF12 agonist -1.2, HGIII-sPLA2 inh 3, FXN GAA850 act 3.0, GC-B act 7, hcDAF-12 act -1.6, hgDAF12 agonist -1.3, DAX1 inh-2 -0.7 and SMARCA2 act -1.
For CCc1ccc(NC(=O)N(CCCN2CCOCC2)Cc2cccs2)cc1 the results were KLK7 zymogen act -0.1, DAX1 inh-1 -1.1, GC-A act 16, ssDAF12 agonist -1.1, HGIII-sPLA2 inh 10, FXN GAA850 act -2.5, GC-B act 0, hcDAF-12 act -1.7, hgDAF12 agonist -2.6, DAX1 inh-2 1.2 and SMARCA2 act 0.

The order is random; 6.7% or so of the library scored in one or more.
